# Screening data from PubChem.
# GPR151 ag: human GPR151 activation. Q8TDV0. PathHunter beta-arrestin GPR151 cells, luminescence. activation, % at 11.2 µM. actives 1% (n = 650,000); in the data active = activation above about 4.9%;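 note: 0% = median of compound wells and 100% = cells with positive control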
# Target sequence (Q8TDV0 whole entry, looked up): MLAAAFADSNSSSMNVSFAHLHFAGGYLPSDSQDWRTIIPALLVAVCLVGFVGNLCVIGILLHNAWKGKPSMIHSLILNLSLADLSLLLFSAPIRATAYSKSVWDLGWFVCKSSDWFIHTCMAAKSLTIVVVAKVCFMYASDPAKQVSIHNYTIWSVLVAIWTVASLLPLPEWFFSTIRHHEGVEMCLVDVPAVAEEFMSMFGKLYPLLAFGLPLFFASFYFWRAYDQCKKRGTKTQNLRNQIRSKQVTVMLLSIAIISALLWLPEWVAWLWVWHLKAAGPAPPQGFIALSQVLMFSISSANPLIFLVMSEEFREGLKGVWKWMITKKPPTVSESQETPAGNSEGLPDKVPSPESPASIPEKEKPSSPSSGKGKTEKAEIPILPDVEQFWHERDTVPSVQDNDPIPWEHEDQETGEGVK
# MITF inh: inhibitors of human MITF; AlphaScreen MITF homodimerization, bead proximity signal; inhibition, % at 2.6 µM; actives 0.91% (n = 650,000); in the data active = inhibition above about 50%;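 note: 0% = vehicle wells with protein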
# Target sequence (O75030 whole entry, looked up): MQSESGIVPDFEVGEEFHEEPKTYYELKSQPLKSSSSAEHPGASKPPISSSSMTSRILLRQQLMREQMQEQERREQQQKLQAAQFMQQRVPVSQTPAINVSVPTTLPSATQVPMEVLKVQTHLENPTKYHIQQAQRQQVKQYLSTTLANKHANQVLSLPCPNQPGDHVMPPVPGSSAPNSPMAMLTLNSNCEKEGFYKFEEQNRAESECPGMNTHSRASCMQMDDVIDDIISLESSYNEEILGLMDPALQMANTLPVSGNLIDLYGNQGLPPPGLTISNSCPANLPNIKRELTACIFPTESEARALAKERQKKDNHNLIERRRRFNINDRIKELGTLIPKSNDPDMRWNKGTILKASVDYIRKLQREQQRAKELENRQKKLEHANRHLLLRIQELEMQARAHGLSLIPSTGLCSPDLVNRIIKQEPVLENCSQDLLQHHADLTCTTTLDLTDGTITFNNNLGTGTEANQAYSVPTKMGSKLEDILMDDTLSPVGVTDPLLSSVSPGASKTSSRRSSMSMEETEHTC
# TEAD-YAP block: TEAD-YAP interaction inhibition. HEK-TIYL cells, TEAD-Gal4/YAP UAS-luciferase luminescence. inhibition, % at 9.12 µM. actives 1.4% (n = 640,000). AID 1259422; in the data active = inhibition above about 32%;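 note: 0% = median of test compound wells and 100% = reference inhibitor wells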
# FBW7 act: activators of human E3 ligase FBW7; AlphaScreen FBW7–phospho-cyclin E peptide binding, activator screen; normalized activity (activation), % at 26.1 µM; actives 0.13% (n = 650,000); AID 1259310; in the data active = normalized activity above about 1.9%;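 note: purified mutant Fbw7 with reduced substrate affinity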
# * hit, by the source's call.
SMILES,GPR151 ag,MITF inh,TEAD-YAP block,FBW7 act
O=C(CSc1nc2ccccc2s1)Nc1ccc(NC(=O)CSc2nc3ccccc3s2)c(Cl)c1,-1.3,11,20,0.9
CC(=O)Oc1ccccc1C(=O)OCc1ccc2ccccc2c1,-0.4,-14,-50,-0.3
CCS/C(=N/Nc1cccc(Cl)c1C)C(C)=O,0.1,-4,6,0.1
COc1ccc(-n2c(C)c(C(C)=O)c3cc(OC(=O)c4cccc(Br)c4)ccc32)cc1,-0.5,0,4,0.0
COc1ccc(C2C(C(=O)OCCc3ccccc3)=C(C)NC3=C2C(=O)CC(c2ccccc2)C3)cc1OC (centres undefined),-0.4,3,13,0.5
COc1ccc(/C=N/c2nc3ccccc3n2CCN2CCOCC2)c2c(OC)cccc12,-0.3,6,2,-0.1
O=C(O)c1ccc(-c2nnc(-c3ccccc3Cl)o2)cc1,-1.9,11,-54,-0.1
O=C1CC(c2ccccc2Br)C2=C(CCCC2=O)N1 (centres undefined),1.7,5,2,0.0
CC1=C(C#N)C(c2cccc([N+](=O)[O-])c2)C2=C(CC(C)(C)CC2=O)N1 (centres undefined),1.2,4,11,0.0
CCC(=O)NC1=C(Nc2ccc(N)cc2)C(=O)c2ccccc2C1=O,-2.3,10,-48,-0.1
CC(C)(C)C(=O)N1CCCC(c2ccnc3nc(C(F)(F)F)nn23)C1 (centres undefined),0.2,-1,-8,0.0
CC1=CC2=NC(=O)/C(=C\c3ccc(-c4ccccc4)o3)C(=N)N2O1,-0.6,13,5,-0.1
CC(=O)NC1C(=O)N(C)c2ccc(Cl)cc21 (centres undefined),-0.8,5,11,0.1
Cc1cc(N2CCN(c3ncccn3)CC2)nc2ccc(NC(=O)/C=C/c3ccccc3Cl)cc12,1.0,-5,10,0.0
Cc1cccc(NC(=O)Nc2ccccc2C2CC2)c1,-0.8,-4,-23,0.2
Cc1ccc(Cl)cc1N=Cc1nc(-c2ccccc2Br)oc1O,1.4,-5,0,0.0
COC(=O)c1ccc(NC(=S)Nc2cc(C)[nH]n2)cc1,2.0,4,-38,-0.5
Cc1cc(C)c2cc(CN(CC3COCCO3)S(=O)(=O)c3ccccc3)c(=O)[nH]c2c1 (centres undefined),2.1,1,6,-0.1
NC(=S)N/N=C/c1ccccc1OC(=O)c1cc2ccccc2oc1=O,1.3,11,-3,-0.1
COc1ccc(Cl)cc1NC(=O)CSc1cccc[n+]1[O-],0.2,4,-8,0.2
N#Cc1cccc(NC(=O)CCCc2ccccc2)c1,-0.3,-12,-41,0.0
Cc1cc(SCC#N)nc2ccccc12,-3.1,13,4,0.9
Cc1n[nH]c(C)c1CCNCc1c(C(=O)N2C[C@@H](C)O[C@@H](C)C2)nc2sccn12,-0.8,2,14,-0.1
O=C(Nc1nnc(-c2cccs2)o1)c1cc(=O)c2ccccc2o1,1.4,2,-2,-0.1
NC(=O)c1cc2cc(Br)ccc2oc1=Nc1ccccc1,-0.1,-7,-10,-0.1
CCC(C)(C)NC(=O)c1cc(C(=O)OC)cc([N+](=O)[O-])c1,-1.0,9,-9,0.0
COc1ccc(-n2nc3cc(C)c(NC(=O)c4cccnc4)cc3n2)cc1Cl,-1.6,-14,-4,0.0
COc1ccc(-c2n(C)c3ccccc3[n+]2C)cc1,-0.8,1,0,-0.1
COc1cccc(C(=O)N/C(=C\c2ccccc2OC)C(=O)Nc2cccc([N+](=O)[O-])c2)c1,-0.4,-8,11,-0.2
Cc1cccc(NC(=O)c2sc(-c3ccccc3)nc2C)c1,0.0,8,-10,0.0
Clc1ccc(SCc2nc3ccc(Cl)cn3c2Br)cc1,2.5,-5,-7,-0.1
COc1cc(Nc2nc(C)cc(NC3CC3)n2)cc(OC)c1OC,5.9*,3,11,-0.1
CC1=C(c2ccc(C)cc2)S(=O)(=O)N=C1N1CCN(Cc2ccccc2)CC1,0.3,7,-6,0.0
Cc1cc(C2C(C#N)=C(N)N(c3ccc(Br)cc3)C3=C2C(=O)CCC3)c(C)s1 (centres undefined),0.0,-2,-9,0.0
Cn1c(=O)c(C(=O)Nc2nnc(S(N)(=O)=O)s2)c(O)c2ccccc21,-1.0,-11,-5,-0.1
CCn1c(SCC(=O)NCC2CCCO2)nc2c(c1=O)SCC2 (centres undefined),-0.5,13,-2,0.3
CNC(=O)C(Cc1ccc(O)cc1)NC(=O)c1ccccc1 (centres undefined),1.9,-4,-3,0.0
COc1cc(CNc2ncc(-c3cccc4ncccc34)n3ccnc23)cc(OC)c1OC,-0.2,17,4,0.2
CC(=O)Oc1ccc2c(c1Br)CCCC2,0.7,13,-6,0.2
COc1ccc(Cn2nnc(C(=O)NCc3ccc(Cl)cc3Cl)c2N)cc1,0.0,-9,3,0.1
CCc1cc2c(SCC(=O)c3ccccc3)ncnc2s1,-1.1,6,-45,0.2
Cc1c(C(=O)NCc2ccccc2)oc2ccc(S(=O)(=O)N3CCCC3)cc12,0.0,6,4,0.2
CCOc1cc(C2C(C(=O)OC(C)C)=C(C)NC3=C2C(=O)CC(c2ccc(OC)cc2)C3)cc(Cl)c1O (centres undefined),0.4,2,2,0.2
Cc1ccc(S(=O)(=O)NCCC(=O)NC2CCCC(C)C2C)cc1 (centres undefined),-1.0,-3,9,0.6
CC(NC(=O)NC1CCCCC1)C(c1cccs1)N1CCN(C)CC1 (centres undefined),2.2,3,-6,0.0
O=C(Nc1ccccc1)c1ccc(Cl)c(S(=O)(=O)Nc2ccccc2)c1,2.2,2,8,0.0
COc1ccc(C2CC(=O)n3nc(-c4ccc(C)cc4)nc3S2)cc1 (centres undefined),2.3,-8,-4,0.1
O=[N+]([O-])c1ccc(N2CCN(S(=O)(=O)c3ccc(Cl)cc3)CC2)cc1NC1CC1,-0.2,0,-3,0.0
Cc1cccc(-c2nsc(SCC(=O)N3CCN(c4ccccc4)CC3)n2)c1,-0.3,-13,-2,0.0
COc1ccccc1NC(=O)Cn1cnc2sc(C)c(-c3ccc(F)cc3)c2c1=O,0.8,1,2,-0.2
COc1ccc(CN2CCN(Cc3ccccc3F)C(CCO)C2)cc1O (centres undefined),-0.3,-16,-5,-0.1
COC(=O)c1c(NC(=O)Cn2nc(C)c([N+](=O)[O-])c2C)sc2c1CCCC2,-0.7,11,-1,0.1
COCCn1c(SCC(=O)N2CCCCC2)nc2c(c1=O)SCC2,1.0,-3,-3,-1.1
CC(=O)c1ccc(OCC[N+](C)(C)Cc2ccccc2)cc1,3.1,1,2,0.1
CC(NC(=O)c1ccccc1Cl)c1nc(-c2ccncc2)n[nH]1 (centres undefined),-0.6,6,10,1.1
Cc1ccc(C(=O)N2CCN3C(=O)[C@H](CCCCN)NC(=O)[C@H]3C2)cc1,1.5,-7,1,-0.1
O=C1NCC(c2ccccc2)C1c1nc2ccc(-c3ccncc3)cc2[nH]1 (centres undefined),-0.8,12,1,0.0
O=C(NNS(=O)(=O)c1ccccc1)c1cccc(F)c1,-0.1,-4,2,-0.3
CCn1c(=O)n(CC(=O)NCC2CCCO2)c(=O)c2ccccc21 (centres undefined),-0.9,3,3,-0.1
CCN(CC)C(=O)CSc1nc2c(sc(=S)n2Cc2ccco2)c(=O)n1-c1ccccc1,-0.1,-15,-11,0.0
# The list goes on.
SMILES,GPR151 ag,MITF inh,TEAD-YAP block,FBW7 act
CC1CCCN(c2nc3c(c(=O)[nH]2)CCN(Cc2ccccc2O)C3)C1 (centres undefined),-1.1,3,5,-0.1
Cc1nc(C)c(CC(=O)N/N=C/c2ccc(F)cc2)c(=O)[nH]1,1.0,-3,-2,0.0
O=C(NCC1(c2ccc(F)cc2)CC1)Oc1ccccc1,-1.1,1,-2,0.1
C=C(C)Cn1c(N/N=C(\C)CC)nc2c1c(=O)[nH]c(=O)n2C,-0.1,19,7,0.0
N#Cc1nn(-c2ccccc2)nc1N1CCCCC1,-0.4,-2,2,0.1
COc1ccc(-c2nc(NCCc3ccc(O)cc3)c3ncn(Cc4ccc(C(F)(F)F)cc4)c3n2)cn1,1.1,-5,8,0.2
CC(C)NC(=O)c1cccc(NC(=O)Nc2ccc(-c3ccnc4[nH]ccc34)cc2)c1,0.4,28,25,0.2
CC(=O)Nc1nc2ccc(OC(C)=O)cc2s1,-1.7,28,-17,0.5
CCn1c(COc2ccccc2Cl)nnc1SCC(=O)Nc1ccc(C(=O)O)cc1,-0.7,10,-14,0.7
CC(C)N(CCNC(=O)C1CCN(c2ccc(Nc3ccc(C(F)(F)F)cc3)nn2)CC1)C(C)C,0.5,1,5,0.1
O=C(Nc1nnc(Cc2ccccc2)s1)c1ccc(F)cc1,0.7,2,13,0.0
Cc1ccc(C(=O)COc2ccc3ccc(=O)oc3c2)cc1,0.5,0,-22,0.0
C=CCN(C(=O)c1csnn1)C(C(=O)NC(C)(C)CC)c1c(F)cccc1Cl (centres undefined),0.9,-11,5,0.0
CC(C)(C)NC(=O)C(Cc1ccc([N+](=O)[O-])cc1)N1C(=O)c2ccccc2C1=O (centres undefined),-0.9,14,-6,-0.1
COc1ccccc1OC1OC2COC(c3ccco3)OC2C(O)C1NC(C)=O (centres undefined),15*,-2,-2,0.1
COc1ccc(CCN(C)CCC(=O)Nc2ccc(Br)cc2)cc1OC,1.8,5,-5,0.9
O=[N+]([O-])c1ccc(S(=O)(=O)NCCCN2CCOCC2)cc1,1.7,1,1,0.2
CCc1c(C)sc(NC(=O)c2cnn3cccnc23)c1C#N,0.8,1,11,-0.2
Cc1nnc(NC(=O)c2cccc([N+](=O)[O-])c2)s1,0.0,13,-13,0.0
N=C(N=C(N)N)N(c1ccccc1)c1ccccc1,0.7,4,-1,-0.1
O=C1CC(C(=O)N2CC3CCC2C3)Cc2nc(NC(=O)c3c(F)cccc3Cl)sc21 (centres undefined),1.6,-2,-4,-0.1
CCCCCn1c(SCC#N)nc2cc(C(=O)N3CCOCC3)ccc2c1=O,-0.5,13,1,-0.1
O=C(CCc1nnc(CCCc2ccccc2)o1)NC(C1CC1)C1CC1,0.8,13,-84,0.3
COc1ccccc1NC(=O)Nc1cc(C)cn(Cc2ccccc2Cl)c1=O,1.6,16,4,0.2
CC(C)n1cnc2c(NCc3ccccc3)nc(Nc3ccc(N4CCOCC4)cc3)nc21,-1.4,26,-10,0.2
COc1ccccc1NC(=O)Cn1cnc2sc(C(=O)NCCN(C)C)c(C)c2c1=O,-1.3,19,-3,-0.1
CN(C(=O)CN1CCN(c2ccccc2O)CC1)c1ccccc1,-0.7,-7,-3,-0.1
CC(Nc1ncnc2c1cnn2C)C1CC2CCC1C2 (centres undefined),1.1,-14,-5,-0.3
CC(=O)Nc1ccc2nc(NC(=O)c3ccccc3I)sc2c1,-3.9,-17,-32,0.1
COc1ccc2c(c1)CC(C(=O)Nc1ccc(-c3cn[nH]c3)cc1OC[C@@H]1CCCN1Cc1ccccc1)CO2 (some centres undefined),2.9,20,-4,-0.3
S=C(NCc1ccccc1Br)NCC1CCCO1 (centres undefined),0.7,23,0,0.1
O=C(Nc1ccccc1)C1CC(=O)N(Cc2ccc3c(c2)OCO3)C(=Nc2ccccc2)S1 (centres undefined),0.3,4,-2,0.2
CC1CCCCN1C(=O)CN1CCN(c2ncccn2)CC1 (centres undefined),-0.1,54*,-9,0.0
COCC(=O)N1CCC(Oc2ccc(C(=O)NCc3cc(C)n(C)n3)cc2)CC1,-1.1,-6,8,0.1

# Among those listed so far, these contain an aryl thioether with sulfur outside any ring:
SMILES,GPR151 ag,MITF inh,TEAD-YAP block,FBW7 act
O=C(CSc1nc2ccccc2s1)Nc1ccc(NC(=O)CSc2nc3ccccc3s2)c(Cl)c1,-1.3,11,20,0.9
COc1ccc(Cl)cc1NC(=O)CSc1cccc[n+]1[O-],0.2,4,-8,0.2
Cc1cc(SCC#N)nc2ccccc12,-3.1,13,4,0.9
Clc1ccc(SCc2nc3ccc(Cl)cn3c2Br)cc1,2.5,-5,-7,-0.1
CCn1c(SCC(=O)NCC2CCCO2)nc2c(c1=O)SCC2 (centres undefined),-0.5,13,-2,0.3
CCc1cc2c(SCC(=O)c3ccccc3)ncnc2s1,-1.1,6,-45,0.2
Cc1cccc(-c2nsc(SCC(=O)N3CCN(c4ccccc4)CC3)n2)c1,-0.3,-13,-2,0.0
COCCn1c(SCC(=O)N2CCCCC2)nc2c(c1=O)SCC2,1.0,-3,-3,-1.1
CCN(CC)C(=O)CSc1nc2c(sc(=S)n2Cc2ccco2)c(=O)n1-c1ccccc1,-0.1,-15,-11,0.0
CCn1c(COc2ccccc2Cl)nnc1SCC(=O)Nc1ccc(C(=O)O)cc1,-0.7,10,-14,0.7
CCCCCn1c(SCC#N)nc2cc(C(=O)N3CCOCC3)ccc2c1=O,-0.5,13,1,-0.1
